Source: PubChem BioAssay
ROC1-CUL1 inh = inhibitors of human ROC1-CUL1 ubiquitin ligase activity. P62877+Q13616. in vitro K48 di-Ub FRET, acceptor:donor ratio, 45 min. inhibition, % at 10 µM. 140,000 tested, 0.6% active. AID 1347404; in the data active = inhibition above about 25%
Target sequence (P62877 whole entry, looked up): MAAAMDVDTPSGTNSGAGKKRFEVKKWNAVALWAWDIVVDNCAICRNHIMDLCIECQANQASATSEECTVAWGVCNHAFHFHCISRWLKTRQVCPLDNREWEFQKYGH
Target sequence (Q13616 whole entry, looked up): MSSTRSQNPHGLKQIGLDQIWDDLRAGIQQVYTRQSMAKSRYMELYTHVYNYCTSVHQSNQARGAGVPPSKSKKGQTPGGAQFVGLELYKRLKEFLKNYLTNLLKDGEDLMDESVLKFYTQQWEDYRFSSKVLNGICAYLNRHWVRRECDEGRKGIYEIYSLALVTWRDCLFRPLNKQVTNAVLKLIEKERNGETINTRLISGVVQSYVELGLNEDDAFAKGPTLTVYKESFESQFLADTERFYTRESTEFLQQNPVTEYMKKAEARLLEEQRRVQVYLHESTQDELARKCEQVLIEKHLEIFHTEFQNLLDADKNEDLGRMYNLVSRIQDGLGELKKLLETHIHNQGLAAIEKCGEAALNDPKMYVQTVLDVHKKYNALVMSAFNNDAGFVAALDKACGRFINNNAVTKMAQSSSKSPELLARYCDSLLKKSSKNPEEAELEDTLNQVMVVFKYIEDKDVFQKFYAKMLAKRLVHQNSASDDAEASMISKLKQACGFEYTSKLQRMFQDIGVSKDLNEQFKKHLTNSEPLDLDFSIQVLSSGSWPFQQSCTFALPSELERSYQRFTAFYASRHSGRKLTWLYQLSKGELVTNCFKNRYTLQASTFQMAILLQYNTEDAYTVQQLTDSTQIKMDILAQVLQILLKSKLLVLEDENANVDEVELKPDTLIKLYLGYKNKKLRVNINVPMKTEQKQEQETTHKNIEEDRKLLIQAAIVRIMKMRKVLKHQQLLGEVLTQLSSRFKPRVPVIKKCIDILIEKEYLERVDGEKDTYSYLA
Active calls of the source: *. A portion of the library (hit frequency here may not be typical).

SMILES | ROC1-CUL1 inh
Cc1ccc(NC(=O)Cn2c(=O)oc3cc(S(=O)(=O)N4CCCCCC4)ccc32)cc1Cl | 0
CC1CCN(C(=O)c2cc(Cl)cc(Cl)c2NC(=O)c2ccco2)CC1 | 3
Cc1cc(F)ccc1NC(=O)C1CCCN(S(=O)(=O)c2ccc3c(c2)CCCC(=O)N3)C1 (stereo not drawn) | 7
O=C(c1csc2ccccc12)N1CCN(c2ccc(Cl)c(Cl)c2)CC1 | 1
COc1cc(CNCCCO)ccc1OCC(=O)NC(C)(C)C | -3
O=C(NCc1cc(=O)[nH]cn1)c1ccc(CSc2ccccn2)cc1 | 5
Cc1cccc(NS(=O)(=O)c2cc(Cl)c(Cl)cc2C)n1 | -3
CCc1ccccc1NC(=O)CCOc1ccccc1 | -2
COc1ccc(-c2cc(-c3ccc(OC)cc3)c3c(N)c(C(=O)Nc4ccc(C)c(C)c4)sc3n2)cc1 | 6
COc1cccc(CNC(=O)CCc2c(C)c3cc4c(C)c(C)oc4cc3oc2=O)c1 | 0
CCCCOc1ccc(C(NC(=O)c2ccccc2F)NC(=O)c2ccccc2F)cc1 | 2
Cc1ccc2c(Cl)c(C(=O)Nc3cc(C)on3)sc2c1 | 1
Cc1cccc(C(=O)N2CCOc3ccc(C(O)CCc4ccccc4)cc3C2)c1C (stereo not drawn) | -17
COc1ccc(Br)cc1S(=O)(=O)NC1CC(C)(C)NC(C)(C)C1 | -7
CC(C)COc1ccc(C=C2C(=O)N(C)C(=S)N(C)C2=O)c2ccccc12 | -21
COCCNC(=O)C1CCC(CNS(=O)(=O)c2ccc3c(c2)CC(C)N3C(C)=O)CC1 (stereo not drawn) | -2
Fc1nc(F)c(F)c(OCCC#Cc2ccccc2)c1F | 7
Cc1ccc(-n2nc3c(=O)n(CC(=O)Nc4ccccc4F)nc(C)c3c2C)c(C)c1 | 2
Cc1cc(NC(=O)c2ccc3nc(-c4ccccc4)c(-c4ccccc4)nc3c2)no1 | 7
COc1cc(C=Nc2ccc(C)cc2)ccc1Oc1ccc([N+](=O)[O-])cc1[N+](=O)[O-] | -2
Cn1c(Cc2ccccc2)nnc1SCC(=O)Nc1cccc([N+](=O)[O-])c1 | 3
CCC1CN(C(=O)Nc2cccc(OC)c2)c2ccccc2O1 (stereo not drawn) | -3
Cc1ccc2oc(-c3ccccc3C)nc2c1 | 4
CCN(CC)CCOC(=O)c1cccc(F)c1 | 3
COc1ccc(Cn2c(C(=O)O)c(CNCCc3ccco3)c3ccc(OC)cc32)cc1 | 6

Exported as labelled records: three of the compounds above.
SMILES: O=C(c1csc2ccccc12)N1CCN(c2ccc(Cl)c(Cl)c2)CC1
  ROC1-CUL1 inh: 1
SMILES: COc1ccc(-c2cc(-c3ccc(OC)cc3)c3c(N)c(C(=O)Nc4ccc(C)c(C)c4)sc3n2)cc1
  ROC1-CUL1 inh: 6
SMILES: COc1cccc(CNC(=O)CCc2c(C)c3cc4c(C)c(C)oc4cc3oc2=O)c1
  ROC1-CUL1 inh: 0

Remaining list, next part:
SMILES | ROC1-CUL1 inh
S=C(NCCc1ccccc1)N1CCN(Cc2ccccc2)CC1 | -3
COc1ccc(C(C2C(=O)CC(C)(C)CC2=O)C2C(=O)CC(C)(C)CC2=O)cc1COc1ccc(Cl)cc1 | -1
O=C(Nc1cccc2cc3c(cc12)OCO3)c1c(Br)ccc2c1OCO2 | 3
COC1(OC)C(C(C)C)C(C#N)(C#N)C1(OC)OC (stereo not drawn) | 9
COc1ccc(Cl)cc1NC(=O)Cn1nnc2sc3c(c2c1=O)CCC(C(C)(C)C)C3 (stereo not drawn) | 3
COc1ccc(OC)c(CCNC(=O)CCCc2nnc3n(C)c(=O)c4sccc4n23)c1 | -10
COc1ccccc1CNC(=O)c1c(OC)cc(=O)n2c1CCN(Cc1ccc3c(c1)CCO3)CC2 | 5
O=C(NCC(=O)N(Cc1ccccc1)C(C(=O)Nc1ccccc1)c1ccncc1)c1ccccc1 (stereo not drawn) | 7
Cc1ccccc1NC(=O)CN1C(=O)N=C(Cc2ccc(N3CCOCC3)c(F)c2)C1=O | 4
Cn1c(=O)c2c(ncn2CC(=O)N/N=C/c2ccccc2[N+](=O)[O-])n(C)c1=O | 12
O=C(CSc1nc2sc3c(c2c(=O)n1-c1ccccc1)CCCC3)N1CCOCC1 | -4
COc1cc2c(c(OC)c1)C1(CC(C)(C)N2)CC(C)(C)Nc2cc(OC)cc(OC)c21 | 1
O=C(Nc1cnn(Cc2ccc(Cl)cc2Cl)c1)c1noc2c1CCc1ccccc1-2 | -8
COc1cc(OC)nc(Oc2ccccc2C(=O)Oc2ccc(F)cc2Cl)n1 | 4
CCOC(=O)N1CCN(C(=O)c2ccc(OC)c(C)c2)CC1 | -2
COc1ccccc1OC(C)C(=O)N1CCC(c2nc3ccccc3s2)CC1 (stereo not drawn) | -2
Cc1ccc(C(=O)N2c3ccc(C)cc3C(C)(c3ccccc3)CC2(C)C)cc1 (stereo not drawn) | 5
CCOc1ccc(NC(=O)c2ccc3c(c2)CCN3S(=O)(=O)c2ccc(Cl)cc2)cc1 | 7
Cc1nn(-c2ccccc2)c2nc(C3CC3)cc(C(=O)Nc3ccccc3F)c12 | 8
O=C(COc1ccccc1Cl)Nc1ccc(Cc2ccc(O)c(NC(=O)COc3ccccc3Cl)c2)cc1O | -13
COc1ccccc1/C=C1\CC(C(C)(C)C)C/C(=C\c2ccccc2OC)C1=O (stereo not drawn) | 5
COc1ccc(C(=O)C2CCCN(C3CCN(C(C)=O)CC3)C2)c(OC)c1 (stereo not drawn) | -9
CCOC(=O)N1CCc2c(sc(NCc3cccs3)c2C(=O)Nc2cc(OC)ccc2OC)C1 | 4
CCCc1cc(C(=O)Nc2ccc(OC)cc2)n(C)n1 | 4
O=C(O)CNC(=O)CNC(=O)c1ccco1 | 4
SMILES | ROC1-CUL1 inh
O=C(CC(F)(F)F)N1CCc2[nH]nc(-c3ccc4c(c3)OCO4)c2C1 | -4
Cc1cccc(CNc2ccc(C(=O)NCc3noc(C(C)C)n3)cn2)c1 | 3
Cc1ccc(S(=O)(=O)NCCc2csc(-c3ccc(Cl)cc3)n2)cc1 | 5
CCOCCn1c(=O)c2c(nc3n(CC)c(C)cn23)n(C)c1=O | -3
O=C(CSc1ccccn1)Nn1cnnc1 | -4
Cc1nn(C(=O)c2ccc(Cl)cc2)c(C)c1Sc1ccc(Cl)cc1 | 8
Cc1nc(N/N=C\c2ccco2)c2c3c(sc2n1)CCCC3 | -1
O=C(CSc1nnc2sc3ccccc3n12)Nc1ccc(C(=O)O)cc1 | 10
Cc1cc(Br)ccc1NC(=O)c1ccccc1F | 2
COc1ccc(/C=C2\CCCC3C2=NN(C(=O)c2ccco2)C3c2ccc(OC)cc2)cc1 (stereo not drawn) | -1
CC(C)(C)c1ccc(OCC(=O)N2CCN(c3ccc([N+](=O)[O-])c(NC4CC4)c3)CC2)cc1 | -4
CCCCNC(=O)c1ccccc1SC(C)C | -2
CCCCOc1cccc(C(=O)N(Cc2ccc(N(C)C)cc2)C2CCS(=O)(=O)C2)c1 (stereo not drawn) | -6
COc1ccc(OC)c(C2CCN(C(=O)c3ccc4oc(C(C)C)nc4c3)C2)c1 (stereo not drawn) | 0
c1ccc2c(c1)ccc1ncc3sc4ccsc4c3c12 | 8
COCc1c(C)cc(C)c(/C=C(\C#N)C(N)=S)c1C | -9
Cc1ccc(C(=O)N=C(Cc2cccs2)C(=O)Nc2ccc3c(c2)OCO3)cc1C | 0
Cc1nc(-c2ccc(S(=O)(=O)N3CCN(c4cccc(C(F)(F)F)c4)CC3)cc2)co1 | -5
COc1ccc(-c2cc(C(=O)NCCc3ccccc3)c3c(-c4ccc(Cl)cc4)[nH]nc3n2)cc1 | -4
Clc1ccc(-c2nn3c(-c4ccccn4)nnc3s2)cc1 | 11
Cc1ccc(-c2nnc(Nc3ccc(OCC(N)=O)cc3)c3ccccc23)cc1S(=O)(=O)NCC1CCCO1 (stereo not drawn) | 10
CSc1ccccc1C(=O)O | 16
Cc1ccccc1CN1CCC(C(=O)Nc2ccccc2)CC1 | -19
Cc1ncsc1C(=O)N1CCc2onc(-c3cccc4ccccc34)c2C1 | 4
Clc1cccc(-c2nnc3sc(COc4ccccc4)nn23)c1 | -8

Individual results from the list.
ROC1-CUL1 inh, COc1ccc(/C=C2\CCCC3C2=NN(C(=O)c2ccco2)C3c2ccc(OC)cc2)cc1 (stereo not drawn) → -1
ROC1-CUL1 inh, Cc1nn(C(=O)c2ccc(Cl)cc2)c(C)c1Sc1ccc(Cl)cc1 → 8
ROC1-CUL1 inh, Cc1ccc(S(=O)(=O)NCCc2csc(-c3ccc(Cl)cc3)n2)cc1 → 5

Two records drawn at random from the list so far, as already listed:
SMILES | ROC1-CUL1 inh
Cc1cc(Br)ccc1NC(=O)c1ccccc1F | 2
Cc1nc(N/N=C\c2ccco2)c2c3c(sc2n1)CCCC3 | -1

Back to the main list; the 6 compounds before the break are reprinted first.
SMILES | ROC1-CUL1 inh
Clc1ccc(-c2nn3c(-c4ccccn4)nnc3s2)cc1 | 11
Cc1ccc(-c2nnc(Nc3ccc(OCC(N)=O)cc3)c3ccccc23)cc1S(=O)(=O)NCC1CCCO1 (stereo not drawn) | 10
CSc1ccccc1C(=O)O | 16
Cc1ccccc1CN1CCC(C(=O)Nc2ccccc2)CC1 | -19
Cc1ncsc1C(=O)N1CCc2onc(-c3cccc4ccccc34)c2C1 | 4
Clc1cccc(-c2nnc3sc(COc4ccccc4)nn23)c1 | -8
COc1ccc(C(=O)Nc2ccc(N3CCOCC3)cc2)cc1 | 2
CC(=O)c1cccc(NC(=O)CN2C(=O)c3cccnc3Sc3ccccc32)c1 | 1
O=C(NCc1ccccc1Cl)C1CCCN(C2CCN(C(=O)C3CC3)CC2)C1 (stereo not drawn) | 5
O=C(N/N=C/c1ccccc1OCc1ccc(Cl)cc1)c1ccc(Br)cc1 | 1
CC(=O)Nc1ccc(N2CC(C(=O)N3CCN(c4ccccc4)CC3)CC2=O)cc1 (stereo not drawn) | -3
Cc1cc(C)c(NC(=O)c2c(C)oc3c2C2=NCCN2C=N3)c(C)c1 | 1
CCn1c(COc2ccc(Cl)cc2)nnc1SCC(=O)Nc1cccc(C)c1 | -1
CCc1c(C#N)c(SCC(=O)Nc2nc(-c3ccccc3)ns2)nc2c1C(=O)CC(C)(C)C2 | 2
CCOC(=O)c1ccc(CNC(=O)CCC2(Cc3ccccc3)CCC(=O)N2)o1 (stereo not drawn) | -10
O=S(=O)(c1ccccc1)c1cnc2cc(-c3ccccc3)nn2c1-c1ccccc1 | -2
COc1ccc(NC(=O)CNC(=O)Cn2ccc3ccccc3c2=O)c(OC)c1 | 5
Cc1cc(C)cc(OCC(=O)Nc2ccc(Cl)c(-c3nc4ncccc4o3)c2)c1 | 10
O=S(=O)(NCCc1csc2nc(-c3ccc(Cl)cc3)nn12)c1ccc(Oc2ccccc2)cc1 | 0
CN1CCN(C(=O)Cn2nnnc2CN2CCOCC2)CC1c1ccccc1 (stereo not drawn) | 9
Clc1c(Br)cnc2ccccc12 | -2
Cc1ccc2cccc(NC(=O)c3ccc(OC(C)C)cc3)c2n1 | 7
COC(=O)c1ccc(NC(=O)C2CCN(C(=O)c3ccc(F)cc3)CC2)cc1 | 6
COCCn1cc(C(=O)NCC2(c3ccccc3)CCCC2)c(=O)c(C(=O)N2CCCCC2)c1 | -2
Cc1ccc(C(C)C)c(OCc2n[nH]c(=S)n2-c2ccccc2)c1 | 1
CCN(CC)CCNC(=O)c1c2c(nc3ccccc13)C(=O)N(C1CCCCC1)C2 | 14
Cc1nonc1NC(=O)OC1CCCCC1 | 12
COCCn1cnc2cc(NC(=O)C3CCCCC3)cc(C(=O)N(C)C(C)c3cccs3)c21 (stereo not drawn) | 6
CCc1cc2c(=O)c(-c3nc(C)cs3)coc2cc1OC(=O)CCCCCNC(=O)OC(C)(C)C | -9
N#Cc1cc(I)c(OC(=O)c2ccccc2)c(I)c1 | -7
COCc1ccc(C(=O)N2CCc3[nH]nc(-c4ccccc4F)c3C2)s1 | -2
SMILES | ROC1-CUL1 inh
COc1ccc(OCC(=O)Nc2nnc(S(=O)(=O)N3CCCCCC3)s2)cc1 | 7
COc1ccc(-c2cnnc(NCCC3CCCCO3)n2)cc1OC (stereo not drawn) | 2
CCSc1ncc(Cl)c(C(=O)NCCOC)n1 | 5
Cc1ccccc1NC(=O)N1CCc2c(sc3c2CCCC3)C1c1ccccc1 (stereo not drawn) | 6
COc1ccc(Br)cc1S(=O)(=O)NNC(=O)c1c(C)nc2ccccn12 | 1
CC(=O)c1ccc(NC(=O)C2CCC(CNS(=O)(=O)c3cccs3)CC2)cc1 (stereo not drawn) | -4
Cc1ccc(CNC(=O)Cc2c(C)c3cc4c(C)coc4cc3oc2=O)cc1 | -1
O=C(Nc1cccc(Cl)c1)N1CCCn2c(SCc3ccccc3Cl)nnc21 | -8
COc1ccc(C(=O)c2cn(Cc3cccc(C)c3)c3cc4c(cc3c2=O)OCO4)cc1 | -4
CN(C(=O)c1ccsc1)C(Cc1ccccc1)C1CCN(C(=O)c2ccc3c(c2)OCO3)CC1 (stereo not drawn) | 1
CCN1CCN(CC(=O)NCc2ccc3[nH]c(C)c(C)c3c2)CC1 | -1
O=C(NCc1ccccn1)c1ccccc1C(=O)c1ccccc1 | -6
CCCCOc1ccc(Cn2c(=O)oc3ccc(C)cc32)cc1OC | 1
COc1ccc(-c2nc(CSc3nncn4c3cc3occc34)c(C)o2)cc1 | -4
O=C(CC1C(=O)NCCN1Cc1ccccc1C(F)(F)F)NC1CCCCC1 (stereo not drawn) | 1
COc1ccccc1CCN1CCCC(CN(C)C(=O)c2ccc[n+]([O-])c2)C1 (stereo not drawn) | 5
COCCN1CCCC2(CCN(Cc3cccc(C)c3)C2)C1=O (stereo not drawn) | 5
Cc1ccccc1S(=O)(=O)Nc1ccc(F)cc1 | 7
CCc1c(C)sc(NC(=O)c2ccc3c(c2)OCO3)c1C(=O)OC | 3
O=C(NCc1cccs1)c1cnn2c1NC(c1cccs1)CC2C(F)(F)F (stereo not drawn) | -5
Cc1sc2nc(SCC(=O)NCc3ccco3)[nH]c(=O)c2c1C | -5
COCCO[C@H]1[C@H](NC(=O)C(C)C)c2ccccc2C12CCN(C(=O)Cc1cccc(OC)c1)CC2 | 1
CCn1ccnc1CNC1CC(=O)N(CCc2ccc(F)cc2)C1 (stereo not drawn) | 9
O=C1C(C2Nc3ccccc3C2=O)=Nc2ccccc21 (stereo not drawn) | 0
COCc1nn2cc(-c3ccc(C)cc3)nc2s1 | -4
CC(C)(C)NC(=O)c1ccccc1NC(=O)c1cc(F)c(F)cc1Cl | -8
